# aDG glyco up: activators of alpha-DG glycosylation, primary screen, uHTS, Pro5-aDG cells, AlphaScreen. AID 624168, 2012. alpha-DG glycosylation AlphaScreen (IIH6); 0% Pro5, 100% B10-LARGE cell signal. activation, % at 10 µM. 0.22% of 360,000 active;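 active = activation of at least 8% versus controls, or a plate z-score of at least 8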;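 note: Pro5 are CHO cells carrying HIG-tagged alpha-DG that lacks glycosylation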
# CaV13 ICDI inh: Primary screen for inhibitors of IQ motif and Ca2+-dependent inactivation inhibitor domain binding in CACNA1D, Förster resonance energy transfer in living cells, …. 0.098% of 340,000 active. inhibition, % at 12.3 µM. HEK cells, CFP/YFP FRET ICDI-IQ, plate reader, 10 min; percent FRET-ratio fall versus neutral wells;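 active = mean replicate inhibition of at least 30% and at least 1% of replicates passing that level; inconclusive = only one of the two criteria is met; inactive = neither criterion is met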;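 note: 0% = median of the neutral control wells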
# Glyco luc inh: increase of ERlucT glycosylation luciferase signal, primary screen, N-linked glycosylation inhibitor project, D54 ERlucT cells, luminescence, set 2; D54 ERlucT glycosylation luciferase reporter, 24 h; percent of 100 nM tunicamycin response; reporter increase, % at 12.5 µM; 0.23% of 360,000 active;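 active = mean luciferase reporter signal, scaled so untreated is 0 and the glycosylation-blocking control 100, at or above a set limit in every replicate; inconclusive = mean reaches the limit but not every replicate does; inactive = mean below the limit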;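 note: luciferase carries N-glycosylation sites so blocking glycosylation raises the light; 0% = median of neutral control wells and 100% = median of 100 nM tunicamycin wells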
# iPSC survival up: enhancers of single-cell hiPSC survival, primary screen, ATPlite luminescence; 100% = ROCK inhibitor wells, 0% = DMSO; survival enhancement, % at 20 µM; 0.044% of 360,000 active; AID 602274, 2012; in the data active = survival enhancement above about 18%;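 note: cells exposed to compounds for 16 hours before the ATP read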
# m5-HT2A agonist: mouse Htr2a agonists via beta-arrestin recruitment, primary screen, cell-based, luminescence; 5-hydroxytryptamine receptor 2A (Mus musculus), P35363; CHO-K1 mHTR2A beta-arrestin complementation; percent of 30 µM serotonin response; 0.66% of 360,000 active; activation, % at 7.6 µM;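 active = activation above a run cutoff, the mean activation of all tested compounds plus 3 SD, cut at about 14% in these data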;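 note: 0% = plate median of compound wells and 100% = 30 µM serotonin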
# H9c2 protect: cardioprotection against H2O2-induced cell death, primary screen, uHTS, H9c2 cells, ATPLite luminescence; H9c2 cardiomyocytes, H2O2 injury protection, 2 h; protection from H2O2 cell death, % at 20 µM; 0.63% of 360,000 active; AID 588492, 2011;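 active = compounds giving at least 50% protection of heart cells from peroxide-induced death in the single-dose screen, raw or plate-pattern-corrected value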;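 note: 0% = DMSO wells with peroxide and 100% = DMSO wells without peroxide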
# Vif imaging: HIV Vif self-association inhibitors, primary screen, imaging, HEK293T, single point; inhibition, % at 7.49 µM; 0.35% of 340,000 active; HEK293T cells, Vif self-association by quenched fluorescence, 24 h; in the data active = inhibition above about 50%, passing the limit was not always enough; inconclusive = no clear call, values can overlap the other calls; inactive = below about 31%; note: some results filed as inactive read as strong as hits
# PDI turbidity: inhibitors of human PDI, primary screen, biochemical, turbidity, single point, plate reader; PDI insulin aggregation turbidity, A650, 90 min; 0.052% of 350,000 active; AID 588391, 2011; Protein disulfide-isomerase (Homo sapiens), P07237; inhibition, % at 10 µM;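 active = mean inhibition across replicates of 30% or more, whatever share of single replicates reach that level; inconclusive = mean inhibition below 30% while every single replicate reaches 30%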;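 note: absorbance from insulin aggregation driven by PDI reduction with DTT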
# ABCB6 inh MLPCN: ABCB6 transporter inhibitors, primary screen, K562-ABCB6 cells, flow cytometry, MLPCN library. fluorescence ratio to DMSO, % at 10 µM. K562-ABCB6 porphyrin accumulation, 1 h; active compounds read low. ATP-binding cassette sub-family B member 6 (Homo sapiens), Q9NP58. 0.19% of 360,000 active;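 active = fluorescence ratio to DMSO below 75%, the collection mean minus 3 SD; inconclusive = too few cells collected in the well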;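 note: signal is porphyrin accumulated inside mitochondria; 100% equals median channel fluorescence of DMSO control wells; lower ratio means ABCB6 inhibition with less porphyrin fluorescence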
# Target sequence (Q9NP58 whole entry, looked up): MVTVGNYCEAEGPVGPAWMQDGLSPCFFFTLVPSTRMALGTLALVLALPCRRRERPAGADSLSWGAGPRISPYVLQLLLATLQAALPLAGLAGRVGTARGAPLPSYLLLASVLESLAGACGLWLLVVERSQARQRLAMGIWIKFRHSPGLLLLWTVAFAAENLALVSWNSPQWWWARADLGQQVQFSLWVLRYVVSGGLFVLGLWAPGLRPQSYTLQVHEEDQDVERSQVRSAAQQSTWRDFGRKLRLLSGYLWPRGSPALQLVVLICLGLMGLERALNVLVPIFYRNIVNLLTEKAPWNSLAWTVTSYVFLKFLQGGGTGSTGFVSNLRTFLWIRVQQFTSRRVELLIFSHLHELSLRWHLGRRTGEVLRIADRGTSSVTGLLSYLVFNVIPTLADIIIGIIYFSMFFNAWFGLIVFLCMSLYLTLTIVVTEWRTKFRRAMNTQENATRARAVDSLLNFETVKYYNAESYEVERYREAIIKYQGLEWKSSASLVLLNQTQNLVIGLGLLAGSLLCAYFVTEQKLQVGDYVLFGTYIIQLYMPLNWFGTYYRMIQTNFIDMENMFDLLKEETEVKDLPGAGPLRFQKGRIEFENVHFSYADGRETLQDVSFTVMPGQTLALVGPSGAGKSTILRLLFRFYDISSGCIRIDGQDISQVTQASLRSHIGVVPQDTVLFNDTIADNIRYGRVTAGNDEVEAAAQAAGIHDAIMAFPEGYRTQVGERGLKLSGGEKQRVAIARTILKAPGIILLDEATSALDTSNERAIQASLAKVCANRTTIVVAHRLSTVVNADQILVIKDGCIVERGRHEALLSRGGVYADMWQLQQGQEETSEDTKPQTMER
# Granule exo inh: LAMP-1 surface exposure blockers, TALL-104 cells – cell-based, flow cytometry, MLPCN library, primary screen. TALL-104 LAMP-1 surface exposure; cells stimulated with thapsigargin and PMA. inhibition, % at 10 µM. 0.66% of 360,000 active. AID 651702, 2012;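 active = inhibition above about 55%, limit read from the data; inconclusive = no clear call, values can overlap the other calls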
# * = called active by the depositor; ? = inconclusive; . = not tested or not shown.
1	CCOC(=O)C1=C(C)NC(=O)NC1c1ccc(F)cc1 (stereo unspecified)
2	COc1cnc(-c2ccccc2)nc1Oc1ccc(C(C)(C)C)cc1
3	CN1CCN(S(=O)(=O)c2ccc(N)cc2)CC1
4	Nc1ncnc2c1ncn2[C@@H]1O[C@H](C(=O)Nc2cc(C(F)(F)F)cc(C(F)(F)F)c2)[C@@H](O)[C@H]1O
5	CCC(=O)Nc1ccc(S(=O)(=O)NCc2ccco2)cc1
6	Cc1nnsc1NC(=O)OCc1ccc(C(C)(C)C)cc1
7	CCCCOc1ccccc1Cn1c(=O)oc2ccccc21
8	COc1ccccc1/C=C(\NC(=O)c1ccc(OC)c(OC)c1)C(=O)Nc1cccc([N+](=O)[O-])c1

assay / compound | 1 | 2 | 3 | 4 | 5 | 6 | 7 | 8
aDG glyco up | -0.3 | 0.2 | 0.0 | 0.0 | 0.9 | 1.0 | 0.2 | -0.5
CaV13 ICDI inh | 0 | -8 | 5 | -7 | -3 | -5 | . | -4
Glyco luc inh | 5 | -2 | 1 | 3 | 5 | -1 | -4 | -2
iPSC survival up | -0.4 | -2.6 | -0.8 | 7.7 | -0.4 | -0.8 | -1.9 | 0.8
m5-HT2A agonist | 7 | -3 | 0 | 1 | -1 | 2 | -4 | -3
H9c2 protect | -1 | -14 | 0 | 4 | -2 | -22 | -3 | 0
Vif imaging | 21 | -10 | 20 | . | 13 | -4 | 8 | 0
PDI turbidity | 2 | 3 | -3 | . | -3 | -1 | -1 | -8
ABCB6 inh MLPCN | 102 | 86 | 102 | 94 | 96 | 94 | 104 | 99
Granule exo inh | 28 | -3 | -11 | 2 | -2 | -3 | 16 | 4

9	O=C(O)c1ccc(COc2ccc([N+](=O)[O-])cc2Cl)cc1
10	Cc1ccc2ncnc(Nc3cccc(C(=O)O)c3)c2c1
11	CCC(C)(C)C1CCc2[nH]nc(C(=O)NCc3ccc(Cl)cc3)c2C1 (stereo unspecified)
12	NC(=O)c1c(N)sc2c1CCCCC2
13	Cc1ccc(S(=O)(=O)N(C)CC(=O)Nc2cccnc2)cc1
14	CCOc1ccc(C2C(C(=O)Nc3ccccc3)=C(C)N=c3s/c(=C/c4cccc(OCC(=O)O)c4)c(=O)n32)cc1 (stereo unspecified)
15	O=C(NCc1ccccn1)C(=O)NCC1OCCCN1S(=O)(=O)c1ccc(F)cc1 (stereo unspecified)
16	C#CCOc1ccc(CNC[C@H]2O[C@@H](n3cnc4c(N)ncnc43)[C@H](O)[C@@H]2O)cc1

assay / compound | 9 | 10 | 11 | 12 | 13 | 14 | 15 | 16
aDG glyco up | -0.1 | -0.6 | 0.0 | -0.1 | -0.1 | 0.4 | 0.1 | 0.1
CaV13 ICDI inh | -10 | -5 | -6 | -5 | -7 | -3 | -6 | -6
Glyco luc inh | -1 | 0 | -2 | 1 | -2 | -2 | 2 | 2
iPSC survival up | -2.0 | -0.8 | 3.6 | 7.0 | -0.6 | 3.4 | -0.3 | 2.9
m5-HT2A agonist | 2 | 6 | -5 | -1 | 6 | -1 | 3 | 4
H9c2 protect | -3 | 2 | -5 | 13 | 2 | 8 | 2 | 4
Vif imaging | -5 | -8 | 3 | -2 | -1 | 11 | 0 | ?
PDI turbidity | 11 | 3 | -2 | 2 | 5 | -4 | 9 | 8
ABCB6 inh MLPCN | 100 | 100 | 95 | 109 | 101 | 96 | 103 | 99
Granule exo inh | 12 | -1 | -7 | 8 | -2 | -4 | 6 | 0

17	Cc1ccccc1Cn1ccc(NC(=O)c2cnn3c2NC(c2ccccc2)CC3C(F)(F)F)n1 (stereo unspecified)
18	O=c1c2ccccc2nc(SCc2cn3ccsc3n2)n1-c1ccc(F)cc1
19	Nc1c(C(=O)N/N=C/c2cccnc2)cnn1-c1ccccc1
20	CCOC(=O)c1csc(-c2ccc(COC(=O)c3ccccc3)o2)n1
21	CCN1CCCC1CNC(=O)C(=O)Nc1cccc(OC)c1 (stereo unspecified)
22	CC1CCC2(CC1)NC(=S)N(C(C)(C)C)N2 (stereo unspecified)
23	CCn1c(C)nc2cc(C(N)=O)ccc21
24	Cc1ccc(CNC(=O)CCS(=O)(=O)c2ccc3c(c2)NC(=O)C(C)S3)cc1 (stereo unspecified)

assay / compound | 17 | 18 | 19 | 20 | 21 | 22 | 23 | 24
aDG glyco up | 0.0 | 0.1 | 0.0 | -0.1 | 0.1 | -0.1 | 0.1 | -0.1
CaV13 ICDI inh | -8 | . | -2 | . | -5 | -5 | -13 | -2
Glyco luc inh | -5 | 1 | -5 | 2 | -1 | 1 | 2 | -1
iPSC survival up | -1.7 | 1.4 | -2.2 | -1.1 | -0.6 | 0.3 | -0.5 | -0.5
m5-HT2A agonist | 0 | 1 | -1 | 1 | 2 | 1 | 0 | 4
H9c2 protect | -8 | 16 | -2 | -3 | -4 | -1 | -1 | -2
Vif imaging | 6 | 2 | -5 | -1 | 7 | 0 | -3 | -6
PDI turbidity | 0 | -2 | 1 | . | -3 | -4 | -4 | 8
ABCB6 inh MLPCN | 100 | 98 | 98 | 96 | 104 | 100 | 96 | 101
Granule exo inh | 0 | -2 | 1 | -3 | 3 | -1 | -3 | 0

25	CN(C)CCCNC(=O)c1cccc(-c2ccc3nncn3c2)c1
26	N#C/C(=C/c1ccccc1[N+](=O)[O-])c1nc(C2CC2)cs1
27	COCCCN1CN(S(=O)(=O)c2ccc(Cl)cc2)c2nc3ccccc3nc21
28	Cc1cc(C)nc(NC2=NCCN2C(=S)Nc2ccc(C)c(C)c2)n1
29	COCCNC(=O)CSc1cc(=O)n(C)c2cc(Cl)ccc12
30	CCOc1c(Br)cc(/C=C2\N=C(C)OC2=O)cc1Br
31	CCOC(=O)C1Nc2c(F)cc(C)cc2C2c3ccccc3CC12 (stereo unspecified)
32	COc1ccc(-c2noc(=O)n2Cc2ccc(C#N)cc2)cc1

assay / compound | 25 | 26 | 27 | 28 | 29 | 30 | 31 | 32
aDG glyco up | -0.3 | -0.4 | 0.2 | -0.2 | -0.4 | 0.0 | -0.1 | 0.2
CaV13 ICDI inh | -5 | -15 | . | -4 | -1 | -2 | -4 | -2
Glyco luc inh | 0 | -1 | -1 | -2 | 2 | 1 | 2 | 0
iPSC survival up | -0.5 | 0.3 | -0.2 | -0.2 | 2.6 | 0.4 | -2.4 | 0.2
m5-HT2A agonist | 5 | 3 | -3 | 9 | -6 | 1 | 3 | -1
H9c2 protect | -6 | -10 | 0 | -1 | -1 | 7 | -5 | 2
Vif imaging | -7 | -2 | -13 | -4 | -3 | -10 | 0 | 3
PDI turbidity | -2 | 15 | -6 | 7 | -2 | -14 | -10 | 4
ABCB6 inh MLPCN | 104 | 100 | 113 | 103 | 99 | 99 | 97 | 90
Granule exo inh | -4 | 2 | -3 | 2 | 1 | 19 | 5 | -11

# An excerpt from above in order of number of heavy atoms, smallest number first:
23	CCn1c(C)nc2cc(C(N)=O)ccc21
22	CC1CCC2(CC1)NC(=S)N(C(C)(C)C)N2 (stereo unspecified)
30	CCOc1c(Br)cc(/C=C2\N=C(C)OC2=O)cc1Br
26	N#C/C(=C/c1ccccc1[N+](=O)[O-])c1nc(C2CC2)cs1
21	CCN1CCCC1CNC(=O)C(=O)Nc1cccc(OC)c1 (stereo unspecified)
32	COc1ccc(-c2noc(=O)n2Cc2ccc(C#N)cc2)cc1
25	CN(C)CCCNC(=O)c1cccc(-c2ccc3nncn3c2)c1
28	Cc1cc(C)nc(NC2=NCCN2C(=S)Nc2ccc(C)c(C)c2)n1
24	Cc1ccc(CNC(=O)CCS(=O)(=O)c2ccc3c(c2)NC(=O)C(C)S3)cc1 (stereo unspecified)

assay / compound | 23 | 22 | 30 | 26 | 21 | 32 | 25 | 28 | 24
aDG glyco up | 0.1 | -0.1 | 0.0 | -0.4 | 0.1 | 0.2 | -0.3 | -0.2 | -0.1
CaV13 ICDI inh | -13 | -5 | -2 | -15 | -5 | -2 | -5 | -4 | -2
Glyco luc inh | 2 | 1 | 1 | -1 | -1 | 0 | 0 | -2 | -1
iPSC survival up | -0.5 | 0.3 | 0.4 | 0.3 | -0.6 | 0.2 | -0.5 | -0.2 | -0.5
m5-HT2A agonist | 0 | 1 | 1 | 3 | 2 | -1 | 5 | 9 | 4
H9c2 protect | -1 | -1 | 7 | -10 | -4 | 2 | -6 | -1 | -2
Vif imaging | -3 | 0 | -10 | -2 | 7 | 3 | -7 | -4 | -6
PDI turbidity | -4 | -4 | -14 | 15 | -3 | 4 | -2 | 7 | 8
ABCB6 inh MLPCN | 96 | 100 | 99 | 100 | 104 | 90 | 104 | 103 | 101
Granule exo inh | -3 | -1 | 19 | 2 | 3 | -11 | -4 | 2 | 0

# More structures follow.
33	CC(C)(C)NCC(O)(c1ccc(Cl)cc1)c1ccc(Cl)cc1
34	CCN(CC)S(=O)(=O)c1ccc(NCCc2ccccn2)nc1
35	CN(Cc1ccco1)C(=O)C1CCCN(c2ncnc3c2nc2n3CCCCC2)C1 (stereo unspecified)
36	O=C1NC(=O)N(C2CCCCC2)CC1Br (stereo unspecified)
37	Cc1ccc(S(=O)(=O)c2ccc(Cl)cc2)cc1S(=O)(=O)NC(C(=O)O)C(C)C (stereo unspecified)
38	O=C(CN1C(=O)NC2(CCCC2)C1=O)OCCOc1ccccc1
39	CCc1ccc(C(=O)Nc2cc(C)ccc2F)s1
40	CCOC(=O)C(=O)N1CCN(c2ccccc2OC)CC1
41	O=C(O)CCC(=O)Nc1ccc2c(c1)oc1ccccc12
42	O=C1COc2ccc(-c3csc(NCC4CCCO4)n3)cc2N1 (stereo unspecified)
43	c1cc(-c2nnn(CCOCCn3nnc(-c4ccncc4)n3)n2)ccn1

assay / compound | 33 | 34 | 35 | 36 | 37 | 38 | 39 | 40 | 41 | 42 | 43
aDG glyco up | 0.3 | -0.1 | -0.3 | -0.2 | 0.2 | -0.4 | -0.3 | 0.2 | 0.0 | 0.2 | 0.9
CaV13 ICDI inh | . | -5 | -7 | -6 | -18 | . | -3 | -2 | -3 | 0 | -18
Glyco luc inh | 2 | 0 | 3 | 4 | 1 | 0 | 0 | 2 | 2 | 0 | -1
iPSC survival up | 0.7 | -0.1 | -0.2 | -3.4 | 1.6 | 3.4 | -0.3 | -0.1 | 0.8 | -1.1 | 0.1
m5-HT2A agonist | -2 | 1 | -3 | 3 | 1 | 5 | -9 | 1 | 5 | 0 | 0
H9c2 protect | 2 | 9 | 6 | 2 | -4 | -3 | -4 | -1 | -4 | 9 | 1
Vif imaging | 12 | 10 | 6 | -6 | 0 | 14 | 14 | ? | 8 | . | 7
PDI turbidity | 9 | 1 | 8 | -60 | 3 | 1 | -2 | 2 | 10 | -4 | 2
ABCB6 inh MLPCN | 99 | 103 | 106 | 95 | 100 | 96 | 98 | 102 | 102 | 112 | 94
Granule exo inh | -1 | 2 | -5 | 8 | -5 | 4 | 2 | -1 | 2 | 0 | -8

# From PubChem
